Bioassay records (PubChem)
Platelet DG rel: inhibitors of platelet dense granule secretion, primary screen, cell-based, MLPCN, human platelets. human platelet-rich plasma, SFLLRN dense granule ATP release, luminescence. inhibition, %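 (compounds screened at 7.5 µM in platelet-rich plasma)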. 0.22% of 300,000 active. AID 1663, 2009;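 active means mean replicate score, as percent of positive control, at or above 50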
KLF5 inh: KLF5 expression inhibitors, primary screen, DLD-1 cells, luminescence; DLD-1 KLF5 promoter-luciferase reporter; inhibition, % at 5 µM; 0.23% of 290,000 active; AID 1700, 2009;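 active means inhibition above a per-plate limit of that plate's mean compound inhibition plus 3 SD, cut at about 60% in these data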;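 further: 0% = DMSO wells and 100% = LY294002 at 200 µM; higher means less KLF5 promoter-driven luciferase light; inactives centre near -14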
HSF1 inhib: HSF1 inhibitors in luciferase reporter cells, primary screen, cell-based, NIH3T3, luminescence. NIH3T3-HGL HSE-luciferase, MG132-induced, luminescence 8 h; active compounds read low. activity change, negative = inhibition, % at 7.5 µM (by protocol). 0.77% of 300,000 active. AID 2098, 2009;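 active means more than half of replicate wells show activity change below -50%, luminescence cut by over half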;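 further: luciferase reports HSF-1 transcriptional activity via heat shock element; 0% = median of DMSO wells and -100% = zero luminescence signal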
AI-2 QS modul: Vibrio harveyi AI-2 quorum sensing modulators, primary screen, JMH597 strain, luminescence/OD600 ratio; Vibrio harveyi JMH597 AI-2 luminescence/OD600 ratio, 9 h; active compounds read low; strain lacks LuxN and CqsS sensors; 0 = neutral-control median; activity change, % at 7.5 µM; 0.4% of 300,000 active; AID 2094, 2009; in the data active means activity change below about -75%, passing the limit was not always enough;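 further: luminescence divided by OD600 gain over 9 h not by final OD600 alone; inactives centre near 13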
IEC-6 cytotox: cytotoxicity in IEC-6 intestinal epithelial cells, primary screen, cytotoxicity control for KLF5 inhibitor project, cell-based, luminescence. IEC-6 cytotoxicity, luminescence viability. inhibition, % at 5 µM. 0.78% of 290,000 active. AID 1825, 2009; in the data active means inhibition above about 22%;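 further: 0% = plate median of test compound wells and 100% = cytotoxic reference compound wells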
aSyn UTR inh: MLPCN primary screen, SNCA 5' untranslated region. alpha-synuclein 5'UTR reporter, inhibitor activity. inhibition, % (tested at 7.5 µM). 0.82% of 300,000 active. AID 1813, 2009; in the data active means inhibition above about 60%;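 further: H4 neuroglioblastoma cells stably carrying SNCA 5'UTR luciferase fusion; 0% = DMSO wells and 100% = positive control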
HSF1 activator: HSF-1 activators, primary screen, NIH3T3-HGL cells, MG132 stress, luminescence, single point. NIH3T3-HGL HSF-1 luciferase reporter, 8 h; 100% = twice DMSO control signal. activation, % at 9 µM. 1.7% of 300,000 active;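 active means mean replicate activation of at least 50% with a set share of replicates each reaching 50%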;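 further: 0% = median of the neutral control wells and 100% = twice that signal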
HDAC3 inh: HDAC3 deacetylase inhibitors, primary screen, biochemical, fluorescence, cell-free homogeneous; recombinant HDAC3, fluorogenic peptide/trypsin coupled; inhibition, % at 8.3 µM; 0.15% of 320,000 active; AID 2718, 2010; in the data active means inhibition above about 26%, passing the limit was not always enough
Target sequence (O15379 whole entry, looked up): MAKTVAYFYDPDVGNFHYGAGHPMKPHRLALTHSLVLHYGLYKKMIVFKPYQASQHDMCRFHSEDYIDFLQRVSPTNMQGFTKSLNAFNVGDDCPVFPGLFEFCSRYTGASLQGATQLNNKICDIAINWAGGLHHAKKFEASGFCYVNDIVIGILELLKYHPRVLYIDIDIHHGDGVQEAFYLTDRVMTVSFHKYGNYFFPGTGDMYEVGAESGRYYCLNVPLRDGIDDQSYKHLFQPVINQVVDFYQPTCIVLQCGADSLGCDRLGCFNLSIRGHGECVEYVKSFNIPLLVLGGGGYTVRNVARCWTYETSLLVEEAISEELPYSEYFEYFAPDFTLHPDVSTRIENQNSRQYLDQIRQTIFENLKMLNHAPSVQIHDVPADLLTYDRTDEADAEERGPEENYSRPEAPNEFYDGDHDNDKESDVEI
HIF activator: HIF pathway transcriptional activators, primary screen, cell-based, U2OS HRE-luciferase, luminescence; activation, % at 7.5 µM (by protocol); U2OS HRE-luciferase reporter; normalized: DMSO 0%, desferrioxamine 100%; 0.32% of 300,000 active;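 active means mean activation of at least 10% of the iron chelator positive control signal, with at least half of replicates also reaching 10%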
HSP90 inh: HSP90 inhibitors, primary screen, cell lysate, luminescence; inhibition, % at 5.6 µM; Rabbit reticulocyte lysate, luciferase refolding luminescence, 3 h; 0.91% of 290,000 active;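 active means inhibition above the screen-wide mean plus 3 SD, computed separately per campaign, cut at about 16% in these data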;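 further: 0% = DMSO wells and 100% = 60 µM geldanamycin wells; inhibitors lower the luminescence because luciferase stays unfolded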
Starred values were filed as active, the others as inactive; . = not tested or not shown.

Letter code – A = Platelet DG rel; B = KLF5 inh; C = HSF1 inhib; D = AI-2 QS modul; E = IEC-6 cytotox; F = aSyn UTR inh; G = HSF1 activator; H = HDAC3 inh; I = HIF activator; J = HSP90 inh
1) CC(CN1CCCCC1)OC(=O)c1cccc(F)c1 (stereo unspecified)
  A = 8 | B = -28 | C = 8 | D = 10 | E = -6 | F = -39 | G = 19 | H = -1 | I = 0.6 | J = 0

2) COCCCN1C2=C(C(=O)CC(C)(C)C2)C(c2ccc(O)c(OC)c2)C2=C1CC(C)(C)CC2=O
  A = 2 | B = -22 | C = 2 | D = 21 | E = -7 | F = 1 | G = 3 | H = 3 | I = -0.2 | J = 0

3) Cc1cc(C)n(S(=O)(=O)c2ccc(C(C)(C)C)cc2)n1
  A = -1 | B = -24 | C = -7 | D = 30 | E = 3 | F = 18 | G = -4 | H = 3 | I = 0.0 | J = 1

4) Cn1nc(C(F)(F)F)c2cc(C(=O)Nc3ccc(F)cc3F)sc21
  A = -3 | B = -10 | C = . | D = 14 | E = 2 | F = 20 | G = . | H = 4 | I = -0.4 | J = -1

5) COc1ccc(OCCOC(=O)c2cc(S(=O)(=O)N3CCOCC3)c(Cl)cc2Cl)cc1
  A = 3 | B = . | C = 13 | D = 22 | E = . | F = 8 | G = 4 | H = 8 | I = -0.2 | J = .

6) COC(=O)c1ccccc1NC(=O)CSc1nccn1C
  A = 28 | B = 10 | C = -6 | D = 7 | E = 2 | F = 3 | G = 2 | H = 7 | I = -0.1 | J = 0

7) O=C(CSc1nc(N2CCOCC2)nc(N2CCOCC2)n1)Nc1ccc(Cl)cc1Cl
  A = 40 | B = -19 | C = 0 | D = 17 | E = 0 | F = 14 | G = -6 | H = -19 | I = 0.1 | J = 2

8) CC1CC(C)CN(CCCNC(=O)Cc2c(C(=O)O)n(C)c3ccccc23)C1 (stereo unspecified)
  A = -4 | B = -30 | C = -9 | D = 17 | E = 4 | F = 6 | G = -8 | H = 3 | I = -0.2 | J = 1

9) Cc1ccc(NC(=O)C2C(c3ccccc3)C2(Cl)Cl)c(C)c1 (stereo unspecified)
  A = -3 | B = -12 | C = -4 | D = 9 | E = 1 | F = 13 | G = 1 | H = -1 | I = -0.9 | J = -1

10) CN1CCc2c(sc(NC(=O)c3ccc(S(=O)(=O)N4CCc5ccccc54)cc3)c2C(N)=O)C1
  A = -7 | B = -9 | C = 5 | D = 11 | E = -5 | F = 4 | G = -13 | H = . | I = -6.7 | J = -2

11) CN(C)c1ccc(C2C3C(=O)NC(=O)C3ON2c2ccc(Cl)cc2)cc1 (stereo unspecified)
  A = 3 | B = -23 | C = 5 | D = -2 | E = 4 | F = -26 | G = 12 | H = 6 | I = 0.5 | J = 1

12) O=c1[nH]c(SCCOc2cccc3ccccc23)nc2ccccc12
  A = 8 | B = 1 | C = 3 | D = 10 | E = 4 | F = 23 | G = -1 | H = 1 | I = -0.2 | J = -1

13) CCCNc1c(NC(=O)c2cccs2)c(=O)oc2ccccc12
  A = 13 | B = -24 | C = -7 | D = 27 | E = 0 | F = 8 | G = 11 | H = -4 | I = 0.2 | J = -3

14) Cc1ccc(/C=N/NC(=O)NN(C)c2ncc(C(F)(F)F)cc2Cl)cc1
  A = 1 | B = -10 | C = -7 | D = 14 | E = -6 | F = 30 | G = 3 | H = -1 | I = 0.2 | J = 0

15) CCc1ccc(OCC(=O)Nc2ccc3c(c2)COC3=O)cc1
  A = -3 | B = -3 | C = -4 | D = -47 | E = -4 | F = -16 | G = 19 | H = 0 | I = 0.4 | J = 1

Four entries already listed, ordered by length of the SMILES, high to low.
Letter code – A = Platelet DG rel; B = KLF5 inh; C = HSF1 inhib; D = AI-2 QS modul; E = IEC-6 cytotox; F = aSyn UTR inh; G = HSF1 activator; H = HDAC3 inh; I = HIF activator; J = HSP90 inh
10) CN1CCc2c(sc(NC(=O)c3ccc(S(=O)(=O)N4CCc5ccccc54)cc3)c2C(N)=O)C1
  A = -7 | B = -9 | C = 5 | D = 11 | E = -5 | F = 4 | G = -13 | H = . | I = -6.7 | J = -2

8) CC1CC(C)CN(CCCNC(=O)Cc2c(C(=O)O)n(C)c3ccccc23)C1 (stereo unspecified)
  A = -4 | B = -30 | C = -9 | D = 17 | E = 4 | F = 6 | G = -8 | H = 3 | I = -0.2 | J = 1

4) Cn1nc(C(F)(F)F)c2cc(C(=O)Nc3ccc(F)cc3F)sc21
  A = -3 | B = -10 | C = . | D = 14 | E = 2 | F = 20 | G = . | H = 4 | I = -0.4 | J = -1

3) Cc1cc(C)n(S(=O)(=O)c2ccc(C(C)(C)C)cc2)n1
  A = -1 | B = -24 | C = -7 | D = 30 | E = 3 | F = 18 | G = -4 | H = 3 | I = 0.0 | J = 1

Two records picked at random from those above, as already listed:
Letter code – A = Platelet DG rel; B = KLF5 inh; C = HSF1 inhib; D = AI-2 QS modul; E = IEC-6 cytotox; F = aSyn UTR inh; G = HSF1 activator; H = HDAC3 inh; I = HIF activator; J = HSP90 inh
6) COC(=O)c1ccccc1NC(=O)CSc1nccn1C
  A = 28 | B = 10 | C = -6 | D = 7 | E = 2 | F = 3 | G = 2 | H = 7 | I = -0.1 | J = 0

13) CCCNc1c(NC(=O)c2cccs2)c(=O)oc2ccccc12
  A = 13 | B = -24 | C = -7 | D = 27 | E = 0 | F = 8 | G = 11 | H = -4 | I = 0.2 | J = -3

Next results follow.
Letter code – A = Platelet DG rel; B = KLF5 inh; C = HSF1 inhib; D = AI-2 QS modul; E = IEC-6 cytotox; F = aSyn UTR inh; G = HSF1 activator; H = HDAC3 inh; I = HIF activator; J = HSP90 inh
16) O=C(NCC1COCCO1)c1cc(COc2ccc(F)cc2F)on1 (stereo unspecified)
  A = 1 | B = -3 | C = -11 | D = 17 | E = 6 | F = -5 | G = -10 | H = -2 | I = -0.5 | J = -1

17) CCCCN(C(=O)c1c(C)[nH]c(C(=O)OCC)c1C)c1ccccc1
  A = -3 | B = -25 | C = -5 | D = 15 | E = 8 | F = -24 | G = 11 | H = -3 | I = 10* | J = 5

18) Cc1ccccc1OCC(=O)Nc1ccc2c(c1)C(=O)N(CCC(=O)O)C2=O
  A = 12 | B = -11 | C = -51* | D = 16 | E = -1 | F = -15 | G = -64 | H = 0 | I = -0.2 | J = -1

19) O=C(c1ccc(Cl)cc1)N1CCCC(c2ccccc2)=N1
  A = -3 | B = -21 | C = . | D = 2 | E = 2 | F = -10 | G = . | H = 1 | I = 0.3 | J = -2

20) CCOC(=O)N1CC=C2C(C#N)=C(N)C(C#N)(C#N)[C@H](c3ccc(OCC)c(OCC)c3)[C@H]2C1
  A = 4 | B = -33 | C = 8 | D = 22 | E = 0 | F = -78 | G = 2 | H = 6 | I = -0.7 | J = -1

21) COC(=O)c1c(C)oc(C)c1S(=O)(=O)N1CCOCC1
  A = -1 | B = -32 | C = -3 | D = 28 | E = 3 | F = -6 | G = 1 | H = -2 | I = -0.1 | J = 6

22) CCCS(=O)(=O)N1CCC(C(=O)NCCCOCC)CC1
  A = 8 | B = -4 | C = -3 | D = 18 | E = 7 | F = 3 | G = 9 | H = 0 | I = 0.7 | J = 0

23) CCCCN(C(=O)CNC(=O)c1cccs1)C(C(=O)NC1CCCCC1)c1cccnc1 (stereo unspecified)
  A = -2 | B = -38 | C = 3 | D = 13 | E = 0 | F = -7 | G = -3 | H = 5 | I = -0.5 | J = -1

24) c1ccc(C[n+]2c(-c3ccccc3)csc2Nc2ccccc2)cc1
  A = -5 | B = -27 | C = 1 | D = 12 | E = 4 | F = -40 | G = 21 | H = -6 | I = 3.0 | J = -4

25) CC(=O)Nc1ccc(OCC(O)Cn2nc(C)nc2C)cc1 (stereo unspecified)
  A = 5 | B = -9 | C = -6 | D = 9 | E = 0 | F = 10 | G = -9 | H = 4 | I = -0.2 | J = -2

26) Cc1ccc2cc3cc(C(=O)NCCC(C)C)oc3nc2c1
  A = 4 | B = -63 | C = -3 | D = -20 | E = 2 | F = -41 | G = 4 | H = 1 | I = -12 | J = 1

27) O=C(Oc1ccc2ccc(=O)oc2c1)c1ccco1
  A = -4 | B = -27 | C = 12 | D = 7 | E = -6 | F = -19 | G = 9 | H = 1 | I = 1.4 | J = -2

28) Cc1ccc(-n2c(C)nc3c(cnn3-c3ccc(F)cc3)c2=O)cc1C
  A = -4 | B = -23 | C = -3 | D = 14 | E = -4 | F = 6 | G = -5 | H = 1 | I = -1.4 | J = 4

29) CCOc1ccc(NC(=O)N2CC(C)OC(C)C2)cc1 (stereo unspecified)
  A = -4 | B = -15 | C = -44 | D = -9 | E = 5 | F = -24 | G = -52 | H = 4 | I = 1.2 | J = 10

30) Cc1cc(=O)n2[nH]c(Nc3cccc(Cl)c3)nc2n1
  A = 6 | B = . | C = -3 | D = 4 | E = . | F = 6 | G = 23 | H = -5 | I = -0.5 | J = .

Further structures.
cpd	SMILES	Platelet DG rel	KLF5 inh	HSF1 inhib	AI-2 QS modul	IEC-6 cytotox	aSyn UTR inh	HSF1 activator	HDAC3 inh	HIF activator	HSP90 inh
31	O=C1CCCc2c1[nH]c1ccccc21	4	-17	-5	27	1	-42	2	0	0.3	-2
32	CCOc1ccccc1C(c1c(O)nc(SC)[nH]c1=O)c1c(O)nc(SC)[nH]c1=O	1	.	6	41	.	-23	-3	1	-0.1	.
33	COc1ccc(C2CC(=O)C3=C(C2)NC(C)=C(C#N)C3c2ccc(N(C)C)cc2)cc1 (stereo unspecified)	-3	10	3	15	-3	37	-12	-4	-0.3	4
34	Clc1ccc(/C=C/c2ncc3ccccn23)cc1	19	-49	27	7	2	-35	48	-2	1.6	4
35	CC(C)CCN1CC(=O)N2Cc3[nH]c4ccccc4c3C[C@H]2C1=O	.	-32	-4	1	8	10	15	-7	0.0	4
36	O=C(NCCN1CCOCC1)C1(C(F)(F)F)C/C(=C\Cc2ccccc2)CCCO1 (stereo unspecified)	6	.	-2	2	.	-15	-4	-4	2.4	.
37	CC(=O)CSc1ccc(C(=O)O)cn1	3	-6	-6	25	1	14	12	2	-0.3	0
38	CCOC(=O)c1ccc(Oc2coc3cc(O)ccc3c2=O)cc1	2	-57	5	66	-8	-3	8	-11	-16	-1
39	O=C(CS(=O)(=O)c1ccc(Br)cc1)N1CCOCC1	-3	-25	-4	2	1	6	-22	3	0.0	1
40	CCOCCCn1c(SCc2ccccc2)nnc1-c1ccncc1	-3	-38	1	-6	4	3	14	-1	-0.2	-4
41	CC1CCCN(C(=O)COC(=O)c2ccc(=O)n(Cc3ccccc3)n2)C1 (stereo unspecified)	-5	.	-2	22	.	-6	2	0	-0.7	.
42	Cc1cccc2cc(C#N)c(SCCN3CCCCC3)nc12	1	-16	11	4	5	-9	10	6	3.1	1
43	CCC(Sc1nccn1C)C(=O)Nc1ccc(Cl)cn1 (stereo unspecified)	3	-2	-5	19	4	-12	3	7	0.4	-2
44	CC(=O)c1ccc(NC(=O)c2ccc(-n3cncn3)c([N+](=O)[O-])c2)cc1	4	-9	-2	-1	5	-3	-8	-4	0.1	3
45	c1ccc(N2CC3CCc4ccccc4C3=N2)cc1 (stereo unspecified)	-7	-27	23	11	11	-58	57*	-9	2.1	-4
46	CCSc1nc2c(cnn2-c2ccccc2)c(=O)n1N	0	-125	17	6	-2	-105	36	-2	1.3	13
47	Cc1cc(Cl)ccc1N1C(=O)CC(SCCC(=O)O)C1=O (stereo unspecified)	-1	-23	-2	27	3	-3	3	0	-0.3	0
